RBBP9 inhibitor: inhibitors of human serine hydrolase RBBP9. inhibition, % at 7.94 µM. AID 1515. O75884. 220,000 tested, 0.2% active. recombinant RBBP9, FP-Rh probe fluorescence polarization;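 active = inhibition above the campaign mean of all tested compounds plus 3 SD, cut at about 14% in these data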;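 also: plate controls were DMSO wells with RBBP9 for no effect and wells lacking RBBP9 protein for full effect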
Target sequence (O75884 whole entry, looked up): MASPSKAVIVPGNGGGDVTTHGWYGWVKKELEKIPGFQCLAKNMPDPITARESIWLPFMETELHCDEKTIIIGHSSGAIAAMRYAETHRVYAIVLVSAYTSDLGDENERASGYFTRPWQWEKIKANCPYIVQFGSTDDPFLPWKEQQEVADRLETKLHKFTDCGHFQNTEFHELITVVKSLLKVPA
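System: RBBP9 protein | Quantity: 2.5 µM RBBP9 dispensing solution, before mixing | Reagent: FP-Rh probe, 375 nM dispensing solution | Timing: Enzyme-compound preincubation 30 min, then probe labeling 45 min, 25 °C | Measured by: Fluorescence polarization | Read-out: % inhibition | Replication: One well per compound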
PGE2 EP2 inh: inhibitors of human EP2 prostaglandin E2 receptor. P43116. C6 glioma cells expressing human EP2, cAMP TR-FRET; cells stimulated with saturating PGE2. inhibition, % at 25 µM. 260,000 tested, 0.52% active. AID 1422;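 active = percent inhibition above 40 after rounding to a whole number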;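 also: rat C6 glioma host cells with rolipram phosphodiesterase inhibitor present; the protocol text gives 20 µM as final concentration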
Target sequence (P43116 whole entry, looked up): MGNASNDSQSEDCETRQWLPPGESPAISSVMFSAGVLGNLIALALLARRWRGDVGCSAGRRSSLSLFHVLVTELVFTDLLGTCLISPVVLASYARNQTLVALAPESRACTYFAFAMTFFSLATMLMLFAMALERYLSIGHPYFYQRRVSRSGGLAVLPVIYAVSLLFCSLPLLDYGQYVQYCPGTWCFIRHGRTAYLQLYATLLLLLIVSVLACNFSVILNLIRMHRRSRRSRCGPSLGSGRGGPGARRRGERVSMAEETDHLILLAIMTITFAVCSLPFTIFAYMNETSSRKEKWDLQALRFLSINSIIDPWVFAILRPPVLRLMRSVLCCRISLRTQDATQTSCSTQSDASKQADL
p97 inhibitor: inhibitors of human p97 ATPase; recombinant p97 ATPase, Kinase-Glo ATP luminescence, 3 h; inhibition, % at 8 µM; 220,000 tested, 0.42% active; AID 1481; in the data active = inhibition above about 15%;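 also: 0% = DMSO vehicle and 100% = wells lacking enzyme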
Ba/F3 V617F tox: loss of viability in JAK2V617F-driven Ba/F3 cells; Ba/F3 EpoR-JAK2V617F viability, ATP luminescence; inhibition, % at 5.6 µM; 220,000 tested, 1.1% active;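 active = inhibition above the campaign mean plus 3 SD over all tested compounds, cut at about 24% in these data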;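 also: cytokine-independent growth of Ba/F3 cells driven by EpoR plus mutant JAK2; 0% = DMSO-treated cells and 100% = JAK inhibitor I control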
Tb hexokinase: blocks Trypanosoma brucei hexokinase 1 activity. recombinant TbHK1, G6PDH-coupled NADH A340. inhibition, % at 10 µM. 220,000 tested, 0.11% active. AID 1430;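 active = inhibition of 50% or more in the single-dose primary screen; inactive = inhibition below 50%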
Furin inh: human furin inhibition; P09958; purified furin, fluorogenic substrate cleavage; inhibition, % at 30 µM; 220,000 tested, 0.061% active; in the data active = inhibition above about 25%; also: inactives centre near -15
PPC-1+TRAIL kill: compounds killing PPC-1 cancer cells with TRAIL present (potentiator screen, no TRAIL-free arm) | PPC-1 cells + TRAIL, ATPLite viability luminescence | 220,000 tested, 0.41% active | cell killing (% activity), % at 4 µM;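 active = cell killing above 50% in the first pass at 4 µM, then a duplicate retest at 5 µM averaging 50% or more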;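 also: plate controls were cells with TRAIL plus DMSO for no effect and medium-only wells lacking cells for full effect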
BaF3 tox: parental Ba/F3 viability inhibition as JAK2V617F counter-screen. CellTiter-Glo ATP luminescence. inhibition, % at 5.6 µM. 220,000 tested, 1.1% active. AID 1486;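 active = inhibition above a per-campaign cutoff, the mean inhibition of all tested compounds plus 3 SD, cut at about 27% in these data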;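 also: 0% = DMSO wells and 100% = JAK Inhibitor I control wells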
NCF1 inh: p47phox (human) inhibition | P14598 | p47phox/p22phox peptide binding, fluorescence polarization, 2 h | inhibition, % at 24.7 µM | 220,000 tested, 0.53% active;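 active = inhibition above about 30%, limit read from the data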;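 also: 0% = p47phox with labelled peptide and 100% = labelled peptide alone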
Target sequence (P14598 whole entry, looked up): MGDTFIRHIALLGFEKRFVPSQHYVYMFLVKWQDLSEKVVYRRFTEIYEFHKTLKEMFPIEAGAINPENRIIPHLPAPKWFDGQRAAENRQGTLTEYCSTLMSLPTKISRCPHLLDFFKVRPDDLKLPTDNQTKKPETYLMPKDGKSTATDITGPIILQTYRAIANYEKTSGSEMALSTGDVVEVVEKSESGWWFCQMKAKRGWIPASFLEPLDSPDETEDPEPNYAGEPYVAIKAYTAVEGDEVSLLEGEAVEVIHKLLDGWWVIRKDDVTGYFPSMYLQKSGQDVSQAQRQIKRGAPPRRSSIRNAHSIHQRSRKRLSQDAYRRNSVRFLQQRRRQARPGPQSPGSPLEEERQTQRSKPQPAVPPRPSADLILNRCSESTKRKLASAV
* marks the source's active call; other numbers are inactive results; x = no result given; & = joins results of further samples; [ ] = dose if it differs, or a comment. Only part of the results is shown; count on the stated rates, not on these rows.

Structure | Furin inh | NCF1 inh | PPC-1+TRAIL kill | Ba/F3 V617F tox | PGE2 EP2 inh | p97 inhibitor | BaF3 tox | Tb hexokinase | RBBP9 inhibitor
CCOC(=O)C1CCCN(S(=O)(=O)c2cc(OCC(N)=O)c(C)cc2Cl)C1 (stereo unspecified) | -20[20 µM] | -37 | 17 | -1 | 12 | 2 | 2 | 1 | 2
C=CCOC(=O)C1=C[C@H](c2ccc(C(F)(F)F)cc2)[C@@H](CCCO)[C@H](OCC)O1 | -12 | x | -13 | -2 | 7 | -4 | -1 | -11 | 2
CCn1nc(C)c(CNC(=O)CC2C(=O)NCCN2CC(C)C)c1C (stereo unspecified) | -10 | x | -5 | 3 | 1 | -4 | 6 | -3 | -6
CC(C(=O)Nc1ccccc1-c1ccccc1)N1CCN(S(=O)(=O)c2ccccc2)CC1 (stereo unspecified) | -12 | -26 | 9 | 2 | 10 | -2 | 9 | 3 | 7
CCOc1ccc(-n2c(Cc3cc(=O)[nH]c(=O)[nH]3)nnc2SC(C)C)cc1 | -21 | -11 | 21 | 1 | 4 | -2 | 0 | -1 | -7
O=C(CCCN1C(=O)c2cccc3cccc(c23)C1=O)Nc1ccon1 | -15 | -2 | 12 | 4 | 12 | 0 | 9 | -16 | 7
Cc1cc(NC(=O)/C=C\C(=O)O)c([N+](=O)[O-])cc1C | -23 | -5 | 9 | -3 | -1 | 3 | 0 | -15 | -12
COC(=O)N/N=C\c1cc(Br)ccc1OCc1ccccc1 | -20 | -13 | 10 | -2 | 8 | 5 | 1 | -3 | -5
CNC(=S)Nc1ccc(Cc2ccncc2)cc1 | -29 | -18 | -18 | -1 | 7 | 4 | -2 | -3 | -6
O=C(CCl)Nc1cccc(-c2cnc3ccccc3n2)c1 | -17[20 µM] | -23 | 13 | 73* | 11 | 18* | 39* | -30 | -7
COc1cc(C(=O)Nc2ccc(-c3nc4cc(C)ccc4o3)c(O)c2)cc(OC)c1OC | -32 | -22 | -8 | -3 | 24 | 0 | -1 | -24 | -3
CCC(Sc1nc2n[nH]c(C)c2c(=N)n1-c1cccc(Cl)c1C)C(=O)N(CC)CC (stereo unspecified) | -25 | 12 | 13 | -3 | 8 | 1 | 1 | -1 | -6
CCC(C(=O)NCc1ccco1)N(C(=O)CNS(=O)(=O)c1ccc(C)cc1)c1ccccc1OC (stereo unspecified) | -2 | -2 | 18 | 8 | 14 | -4 | 7 | 10 | -5
O=Cc1cn(-c2ccc(F)cc2)c2ccccc12 | -17 | -3 | 14 | 5 | 6 | -4 | 11 | -5 | -14
C/C(NCC(C)(C)CN(C)C)=C(/C#N)C(=O)NCc1ccccc1 | -25 | -15 | 3 | -3 | 9 | 2 | 0 | 0 | -4
CCOC(=O)c1sc(=S)n(CC)c1NC(=O)c1ccccc1C | 0 | -5 | 9 | -2 | 12 | 9 | 4 | -35 | -12
O=C(Nc1ccccc1C(=O)O)c1ccc(NC(=O)c2ccc(Br)o2)cc1 | -5[20 µM] | 90* | 13 | 3 | 14 | 0 | 5 | 7 | -16
COCC(=O)Nc1ccc(N(C)C)cc1 | -25[20 µM] | -16 | 18 | -3 | 16 | 2 | 2 | -3 | 4
O=C(Cc1ccccc1)Nc1ccc(C(=O)O)cc1 | -14[20 µM] | -18 | 17 | -1 | 1 | 2 | -1 | -3 | -12
CC(C)Cn1c(-c2ccncc2)n[nH]c1=S | -15 | -2 | 7 | -2 | 4 | 1 | -2 | -7 | -10
O=C(/C=C/c1ccc(Cl)cc1Cl)N1CCN(c2ccccc2[N+](=O)[O-])CC1 | -12 | 4 | 25 | -4 | 1 | 6 | 4 | 7 | 1
COc1ccc(CCNC(=O)C(=O)N/N=C/c2cccs2)cc1OC | -22 | -3 | x | -2 | 7 | 3 | 2 | -25 | -2
Cc1cccc(N2CCN(c3ccc(N4C(=O)CCCC4=O)cc3[N+](=O)[O-])CC2C)c1 (stereo unspecified) | -16 | -13 | 26 | -1 | 4 | 3 | 8 | 29 | -1
CCNS(=O)(=O)c1ccc(-c2ccc(-n3cnnn3)cc2)cc1 | -13 | -4 | 18 | 5 | 6 | -3 | 7 | 6 | -6
CCc1[nH]nc2c1C(Cc1ccccc1)C(C#N)=C(N)O2 (stereo unspecified) | -23[20 µM] | -16 | -6 | -1 | 2 | -6 | 2 | -8 | 0
Cc1ccc(Nc2nc3ccccc3nc2Nc2c(C)n(C)n(-c3ccccc3)c2=O)cc1 | -10 | -5 | -4 | -2 | 9 | 5 | 0 | -10 | 7
Cc1ccc(-c2csc3ncnc(OCC(=O)NC(=O)NCc4ccco4)c23)cc1 | -23 | -17 | 4 | -3 | 7 | 8 | 4 | 2 | -15
COc1ccc(C2=NN(C(=O)c3ccccc3)C(c3cccc([N+](=O)[O-])c3)C2)cc1 (stereo unspecified) | -15 | 1 | -2 | -4 | 7 | 4 | -4 | -12 | -7
Cc1ccc(CSc2ncnc3ccccc23)cc1 | -14 | 1 | 16 | 4 | 7 | -4 | 3 | 6 | -4
COc1ccc(-n2c(C)cc(C3=NNC(=NC4CC4)SC3)c2C)cc1 | -21 | -27 | 2 | 0 | 8 | 22* | 5 | -10 | 0

Pulled by structure from the list above (three):
Structure | Furin inh | NCF1 inh | PPC-1+TRAIL kill | Ba/F3 V617F tox | PGE2 EP2 inh | p97 inhibitor | BaF3 tox | Tb hexokinase | RBBP9 inhibitor
Cc1ccc(Nc2nc3ccccc3nc2Nc2c(C)n(C)n(-c3ccccc3)c2=O)cc1 | -10 | -5 | -4 | -2 | 9 | 5 | 0 | -10 | 7
CCNS(=O)(=O)c1ccc(-c2ccc(-n3cnnn3)cc2)cc1 | -13 | -4 | 18 | 5 | 6 | -3 | 7 | 6 | -6
CC(C)Cn1c(-c2ccncc2)n[nH]c1=S | -15 | -2 | 7 | -2 | 4 | 1 | -2 | -7 | -10

The list continues:
Structure | Furin inh | NCF1 inh | PPC-1+TRAIL kill | Ba/F3 V617F tox | PGE2 EP2 inh | p97 inhibitor | BaF3 tox | Tb hexokinase | RBBP9 inhibitor
Cc1nn(-c2ccccc2)c(N2CCCC2)c1/C=N/NC(=O)c1cc(-c2ccccc2)nc2ccccc12 | -11 | -37 | 26 | -3 | 6 | 4 | 2 | -28 | 0
Cc1csc(N(C(=O)c2ccccc2F)c2ccccc2)n1 | -15 | -9 | 39 | -3 | 7 | 4 | 3 | 0 | 0
COc1ccc(NC(=O)CNS(=O)(=O)c2ccccc2)cc1Cl | -16[20 µM] | -1 | 16 | -6 | 7 | 4 | 1 | -3 | -9
O=C(Nc1ccc2c(c1)OCO2)C(c1ccc(Cl)cc1)N1CCC2(CC1)OCCO2 (stereo unspecified) | -24 | 3 | 3 | -1 | 9 | 1 | 0 | 4 | 4
CCOc1cc(N2CCOCC2)c(OCC)cc1NC(=O)c1c(-c2ccccc2Cl)noc1C | -20 | -17 | 20 | -2 | 3 | -3 | 1 | -16 | -5
COC(=O)c1ccccc1NC(=O)CSc1ccccn1 | -30 | -8 | 14 | -4 | 12 | 5 | 0 | 4 | -3
O=C1S/C(=C\c2ccc(N3CCOCC3)o2)C(=O)N1c1ccccc1 | -9 | -172 | 23 | -3 | 6 | 4 | -1 | -2 | -1
Cc1ccc(C(=O)NC(=S)Nc2ccc3[nH]c(=O)[nH]c3c2)cc1C | -14 | -26 | 39 | 3 | 8 | -7 | 6 | -17 | -9
Cn1c2[n+](c3ccc(Cl)cc3c1=O)Cc1ccccc1-2 | -21 | -3 | 7 | -6 | 7 | 7 | -1 | -4 | 6
COc1ccc(C(=O)NN(C)c2nc(-c3ccccc3)cc(C)c2S(C)(=O)=O)cc1 | -15[20 µM] | -9 | 1 | 2 | 13 | -6 | 6 | 3 | -11
CCC(CC)C(=O)Nc1cccc(-c2nc3ccccc3o2)c1 | -10[20 µM] | -7 | 8 | 1 | 2 | -3 | 1 | 1 | -8
C/C(=N\NC(=S)NCc1ccccc1)c1ccc(Cl)cc1 | -1 | -21 | 11 | -1 | 3 | -7 | 7 | 10 | -6
Cc1ccc(S(=O)(=O)N2CCC(C(=O)N3CCC[C@H]3C(=O)NCc3ccco3)CC2)cc1 | -10 | -9 | -3 | 4 | 1 | -3 | 13 | 3 | -3
COc1cccc(C(O)c2nc3ccccc3n2C(C)C)c1 (stereo unspecified) | -16[20 µM] | -1 | 15 | -4 | 13 | 2 | 2 | 1 | 5
CCOc1ccc(C2C(C(=O)Nc3cc(C)on3)c3ccccc3C(=O)N2CCN2CCOCC2)cc1 (stereo unspecified) | -10 | 5 | 4 | 2 | 15 | 3 | 4 | -2 | 4
COc1ccccc1-n1c(SCC(=O)NCc2ccc3c(c2)OCO3)nc2cc([N+](=O)[O-])ccc21 | -9 | -17 | 8 | 1 | 10 | 2 | 2 | 2 | -5
COc1ccc([N+](=O)[O-])cc1NC(=O)CCN1CCN(C)CC1 | -7 | -2 | 19 | 3 | 5 | 10 | 11 | -13 | 2
Cc1c[n+](C)ccc1CC1C([N+](=O)[O-])=C[N-]c2ncnn21 (stereo unspecified) | -10 | -1 | 10 | -1 | 2 | 1 | -4 | -16 | -4
O=C(CC1c2ccccc2Oc2ccccc21)Nc1ccccc1C(F)(F)F | -11 | -9 | 13 | 1 | 6 | -2 | 7 | -3 | -11
CCOCCCNC(=O)c1c[nH]c2cc(OC)ccc2c1=O | -25 | 9 | 6 | -6 | 11 | 6 | -1 | -3 | 2
COc1cc(C)c(C(=O)Oc2cc(C)c(C(=O)O)c(O)c2C)c(OC)c1C | -25 | -5 | 0 | 1 | 8&11 | -4 | -8 | 0 | -7
Cc1ccc(NC(=O)CC2=NC(=O)C(CC(=O)Nc3ccccc3F)S2)cc1 (stereo unspecified) | -24 | -5 | 15 | 4 | 2 | 3 | 14 | -5 | -5
Cn1cccc1C(=O)NC(=O)COC(=O)c1cc([N+](=O)[O-])ccc1Cl | -21 | -3 | -6 | 0 | 4 | 7 | 9 | 4 | 1
Cc1cc(C(=O)CSc2nnnn2C)c(C)n1C1CC1 | -20 | -1 | 21 | 2 | 15 | 8 | 6 | -8 | 4
Nc1c(C(=O)NCc2ccccc2)nnn1Cc1cccc(Cl)c1 | -17 | -4 | 28 | 17 | 8 | 4 | 22 | -5 | -3
CCc1ccc(C(=O)NNC(=O)OC)cc1 | -23 | 5 | -12 | 0 | 13 | 7 | 4 | -7 | 6
Cc1cc[n+]2n1CC(O)C2 (stereo unspecified) | -15 | 3 | 22 | -2 | 6 | 8 | 1 | -6 | 1
C=CCOc1cccc(C2C(C(=O)c3ccco3)=C(O)C(=O)N2Cc2ccncc2)c1 (stereo unspecified) | -20[20 µM] | -9 | -12 | 0 | 11&4 | 0 | 5 | -10 | -3
O=c1oc(-c2ccccc2)nc2sc3c(c12)CCC3 | -11 | -2 | 19 | -2 | 7 | 3 | 2 | 3 | -5
CCCNC(=O)c1ccc(CNc2c(N3CCC(C(=O)OCC)CC3)c(=O)c2=O)cc1 | -19 | 0 | -2 | 1 | 9 | 7 | 2 | 3 | -3
O=C1OCCC1Sc1nnc(-c2ccc3c(c2)OCO3)o1 (stereo unspecified) | -31 | -4 | 16 | 0 | 30 | 4 | 5 | 3 | -7
CN1CCN(c2ccc(-c3ccnn3C(=O)Nc3cccc(C(F)(F)F)c3)cc2)CC1 | -16 | -6 | 45 | 0 | 11 | 3 | 3 | -1 | -2

Screening data deposited in PubChem BioAssay by several laboratories.
